EPAC1 agonist: qHTS for Agonist of cAMP-regulated guanine nucleotide exchange factor 3 (EPAC1): primary screen | Rap guanine nucleotide exchange factor 3 (Homo sapiens), O95398 | Potency, µM (series often up to 154 µM), without a hit: top-dose activation, most hits filed as activators | 0.073% of 360,000 active | EPAC1 agonist qHTS, biochemical assay; response scale: 100% = response to 6.5 mM cAMP | AID 720707, 2013; note: potency is the fitted concentration of half-maximal effect; nearly all actives have a fitted effect of over 60% in size
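Read-out is the fluorescence drop as BODIPY-GDP leaves Rap1B (480 nm excitation, 540 nm emission), recorded every 5 minutes over 30 minutes. Reactions held 100 nM EPAC1, 250 nM Rap1B–BODIPY-GDP and 50 uM GDP, with 6.5 mM cAMP setting full activation.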
IL2 activator: qHTS of IL-2 Activators; IL-2 activation reporter assay, cell-based qHTS; stimulated with anti-CD3/CD4/CD28 beads; in transgenic mouse T cells; activation, % (series mostly up to about 46 µM); 0.065% of 360,000 active; in the data active = activation above about 50%; inconclusive = mostly about 30% to 49%; note: 0% is about no effect
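Quantitative HTS in unstimulated transgenic mouse T cells, with memory T cells as non-tolerant control and PMA/ionomycin as tolerance-bypass control. Compound pretreatment lasted 60 minutes before 18 h bead stimulation; EGFP/DsRed fluorescence read.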
aSyn yeast inh: qHTS of alpha-syn Inhibitors; Yeast expressing alpha-synuclein, growth rescue, BacTiter-Glo, 24 h; Potency, µM (top dose mostly 46.1 µM), without a hit: top-dose growth rescue (activation), actives largely listed as activators; 0.14% of 370,000 active; note: potency is the fitted concentration of half-maximal effect; % of control where 0% means no effect; nearly all actives have a fitted effect of over 65% in size
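Readout is rescue of growth in alpha-synuclein-expressing yeast, so inhibitors of toxicity appear as activators. Growth after 24 hr at 30 deg C in galactose medium is quantified by luminescence.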
WRN helicase inh: qHTS for Inhibitors of WRN Helicase; Potency, µM (titrated, usually from 114 µM), inactives show top-dose activity change, negative = inhibition, most hits filed as inhibitors; AID 651768, 2012; Bifunctional 3'-5' exonuclease/ATP-dependent helicase WRN (Homo sapiens), Q14191; WRN helicase unwinding, fluorescent forked duplex, kinetic; 0.46% of 360,000 active; note: potency is the fitted concentration of half-maximal effect; % is set by controls: 0 for no effect and ±100 for the full control effect; nearly all actives have a fitted effect of over 55% in size
Target sequence (Q14191 whole entry, looked up): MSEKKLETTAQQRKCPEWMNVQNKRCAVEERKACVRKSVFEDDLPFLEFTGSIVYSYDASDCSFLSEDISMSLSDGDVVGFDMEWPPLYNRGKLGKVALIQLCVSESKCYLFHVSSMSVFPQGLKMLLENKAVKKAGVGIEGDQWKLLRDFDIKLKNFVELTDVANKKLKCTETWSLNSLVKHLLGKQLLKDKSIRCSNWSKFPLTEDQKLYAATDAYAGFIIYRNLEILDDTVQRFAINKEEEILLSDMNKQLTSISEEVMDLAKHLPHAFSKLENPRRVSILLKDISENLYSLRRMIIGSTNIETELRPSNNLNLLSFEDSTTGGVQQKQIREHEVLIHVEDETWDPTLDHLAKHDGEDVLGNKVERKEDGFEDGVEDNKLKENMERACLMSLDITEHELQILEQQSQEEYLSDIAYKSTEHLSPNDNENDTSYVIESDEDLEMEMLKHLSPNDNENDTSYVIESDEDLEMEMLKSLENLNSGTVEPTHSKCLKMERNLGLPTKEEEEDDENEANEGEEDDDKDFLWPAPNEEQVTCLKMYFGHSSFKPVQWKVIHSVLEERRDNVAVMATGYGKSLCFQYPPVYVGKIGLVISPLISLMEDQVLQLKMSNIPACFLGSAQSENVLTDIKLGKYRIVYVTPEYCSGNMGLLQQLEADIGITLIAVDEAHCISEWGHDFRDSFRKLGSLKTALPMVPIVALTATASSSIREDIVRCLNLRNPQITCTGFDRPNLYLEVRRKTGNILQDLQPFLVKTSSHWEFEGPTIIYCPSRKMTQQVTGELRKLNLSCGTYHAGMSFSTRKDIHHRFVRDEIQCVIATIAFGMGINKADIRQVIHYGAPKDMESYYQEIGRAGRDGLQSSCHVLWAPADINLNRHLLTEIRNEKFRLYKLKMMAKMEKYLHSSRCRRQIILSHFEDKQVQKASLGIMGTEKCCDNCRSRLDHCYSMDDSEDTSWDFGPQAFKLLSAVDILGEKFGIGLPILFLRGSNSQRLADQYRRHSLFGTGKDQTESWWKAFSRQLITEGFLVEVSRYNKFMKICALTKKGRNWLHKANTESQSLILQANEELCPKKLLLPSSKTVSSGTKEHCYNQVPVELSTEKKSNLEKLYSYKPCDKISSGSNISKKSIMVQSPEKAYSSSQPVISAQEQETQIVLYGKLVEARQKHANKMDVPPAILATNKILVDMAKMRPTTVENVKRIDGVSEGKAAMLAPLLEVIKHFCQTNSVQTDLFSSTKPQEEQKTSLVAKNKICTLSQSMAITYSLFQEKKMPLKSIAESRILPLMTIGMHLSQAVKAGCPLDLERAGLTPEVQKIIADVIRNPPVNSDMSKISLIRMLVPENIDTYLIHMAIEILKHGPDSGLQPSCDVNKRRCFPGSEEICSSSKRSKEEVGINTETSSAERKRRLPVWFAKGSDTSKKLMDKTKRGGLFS
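Screening of the MLSMR collection measured strand separation of a quenched forked DNA duplex (100 nM) by 20 nM WRN with 2 mM ATP, all final. Compounds were preincubated with enzyme 15 min at room temperature.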
PI5P4K alpha inh: qHTS for Inhibitors of phosphatidylinositol 5-phosphate 4-kinase (PI5P4K); max response, %; 1.2% of 330,000 active; Phosphatidylinositol 5-phosphate 4-kinase type-2 alpha (Homo sapiens), P48426; PI5P4Kalpha enzyme, ADP-Glo luminescence, 60 min; active compounds read low; active = max response of -50% or lower; inconclusive = between -30% and -50%; inactive = -30% or higher; note: value at the top dose of about 77 µM; % is set by controls: 0 for no effect and ±100 for the full control effect
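Quantitative HTS of the MLSMR library against PI5P4Kalpha with substrate. ATP added last at 5 microM final; room temperature, 60 minutes. Remaining ATP depleted, ADP converted and read as luminescence.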
EPAC1 antagonist: qHTS for Antagonist of cAMP-regulated guanine nucleotide exchange factor 3 (EPAC1): primary screen. EPAC1 GEF assay, Rap1b-BODIPY-GDP exchange fluorescence. Potency, µM (doses to about 115 µM), inactives show at the highest dose activity change, negative = inhibition, hits mostly inhibitors. 0.14% of 360,000 active. AID 720709, 2013;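 note: potency is the fitted concentration of half-maximal effect; plate controls were vehicle for no effect and positive control for full effect; nearly all actives have a fitted effect of over 50% in size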
Abeta yeast res: qHTS for compounds that reverse cellular toxicity of Amyloid beta (A-beta) peptide in yeast: Primary Screen. yeast expressing A-beta42, growth rescue, OD600, 48 h; response scale: 0% DMSO, 100% iron-clioquinol control. Potency, µM (doses to about 46.1 µM), without a hit: at the top dose growth rescue, usual class: activators. 0.063% of 410,000 active; note: potency is the fitted concentration of half-maximal effect; nearly all actives have a fitted effect of over 55% in size
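Yeast growth medium received pinned compounds, then yeast cells expressing toxic A-beta were added; plates incubated at 30 C for 48 hr. Growth read as absorbance at 600 nm, normalized to DMSO and equimolar FeCl3 plus clioquinol controls.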
PLK1 PBD inh: qHTS for Inhibitors of PLK1-PDB (polo-like kinase 1 - polo-box domain): Primary Screen; Serine/threonine-protein kinase PLK1 (Homo sapiens), P53350; Plk1 PBD binding of FITC phosphopeptide, fluorescence polarization; Potency, µM, for inactives: max response, negative = inhibition, actives largely listed as inhibitors; 2.8% of 360,000 active; AID 720504, 2013; note: potency is the fitted concentration of half-maximal effect; series mostly up to about 57 µM; % is set by controls: 0 for no effect and ±100 for the full control effect; nearly all actives have a fitted effect of over 65% in size
FUS yeast rescue: qHTS for Suppressors of FUS Proteinopathy: Primary screen using FUS-linked yeast assay; Potency, µM (doses to about 76.6 µM), for inactives: at the highest dose growth rescue (activation), hits mostly activators; S. cerevisiae FUS-expressing, growth rescue, OD600, 24 h; 0.24% of 390,000 active;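 note: potency is the fitted concentration of half-maximal effect; plate controls were DMSO vehicle for no effect and reference control for full effect; nearly all actives have a fitted effect of over 55% in size; some results filed as inactive show a strong effect at the top dose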
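Toxicity suppression screen in FUS-yeast. Cells induced with 2% galactose, starting OD 0.005, treated 24hr at 30C with compounds at multiple final concentrations; growth by OD600.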
* hit, by the source's call; ? = inconclusive; / = not tested or not shown; & = joins results of further samples; [ ] = another dose, or the depositor's remark. Unless noted, calls come from the whole dose curve; as a rule, active = well fitted curve in the direction sought with a large enough effect; inconclusive = small, poorly fitted or top-dose-only effect, or another doubt; inactive = no such curve, though single readings can be large; an effect the other way counts as inactive or inconclusive.

smiles,EPAC1 agonist,IL2 activator,aSyn yeast inh,WRN helicase inh,PI5P4K alpha inh,EPAC1 antagonist,Abeta yeast res,PLK1 PBD inh,FUS yeast rescue
Cc1nnc(SCC(=O)N2CCCCCC2)n(N)c1=O,11.1%,4.9,3.0%,2.2%,4.4,6.3%,-1.7%,-8.4%,1.0%
O=C(O)C1CCCNC1 (stereo not drawn),-0.6%,0.0,-1.2%&-1.6%,2.5%,0.4,14.2%,-18.2%,-8.8%,-29.7%
O=C(N(c1ccccn1)c1ccccn1)C12CC3CC(CC(C3)C1)C2,4.0%,15.5,0.5%,-5.2%,8.6,-3.7%,3.6%,1.6%,12.7%
CCCC(=O)Nc1ccc(C(=O)NCc2ccccc2Cl)cc1,2.3%,-0.3,1.2%,-3.4%,7.3,-5.9%,22.2%,0.2%,-1.0%
O=C(c1cc2ccccn2n1)N1CCN(Cc2ccccc2)CC1,-2.6%,-0.2,-0.7%,11.2%,0.9,17.0%,5.2%,0.5%,-6.8%
O=C(CCn1cnc2ccccc2c1=O)Nc1cccc(Cl)c1Cl,11.2%,3.4,11.4%,-12.2%,7.3,14.5%,-2.8%,-6.7%,-21.2%
O=C(CCc1ccccc1)Nc1cccc(NC(=O)CCc2ccccc2)c1,2.0%,1.4,-12.3%,-1.2%,/,0.0%,12.2%,3.3%,26.8%
CC(C)(C)C(=O)Nc1ccc(C(=O)N/N=C/C2CC3C=CC2C3)cc1 (stereo not drawn),-1.3%,0.0,-1.6%,8.1%,-0.3,-3.2%,-20.4%,-10.3%,?
CCCCP(=O)(CCCC)c1ccccc1C(=O)O,6.5%,-0.3,2.1%,0.1%,7.8,0.2%,4.3%,0.8%,3.2%
COc1ccc(C(C(=O)NC(C)(C)C)N(CC2CCCO2)C(=O)CCC(=O)Nc2cc(C)on2)cc1 (stereo not drawn),4.5%,0.3,4.1%,1.5%,-5.5,-1.2%,9.3%,-3.3%,15.1%
CCN1CCN(CCCN(Cc2ccco2)C(=S)Nc2ccc(Cl)cc2)CC1,7.7%,-0.2,0.0%,-8.5%,-0.8,14.0%,-13.8%,-8.0%,-4.2%
CCCCCCCCN1C(=O)[C@H](CC(=O)NCCCOCCCC)C[C@@]2(C(=O)OC)CCCCC=C12,-18.6%,-0.7,?,-3.4%,5.6,-9.5%,12.0%,-2.8%,?
CC1CCc2sc(C(=O)NCc3ccc(F)cc3)cc2C1 (stereo not drawn),9.9%,0.0,8.7%,-9.7%,0.3,-9.9%,15.9%,-3.3%,9.6%
C[C@@H]1CN([C@@H](C)CO)S(=O)(=O)c2ccc(Br)cc2O[C@@H]1CN(C)C(=O)c1ccc(F)cc1,-2.6%,-1.7,-1.9%,-3.7%,-4.7,-0.7%,-5.3%,-6.5%,2.7%
Cc1ccc(CS(=O)(=O)Cc2ccc(C(=O)NCCCN3CC(C)CC(C)C3)o2)cc1 (stereo not drawn),4.7%,-2.1,-7.5%,3.8%,-0.7,-20.0%,-6.3%,-16.6%,5.5%
O=C(NNc1ccc(F)cc1F)C1CCC1,-1.1%,-1.5,1.5%,6.1%,-2.3,13.8%,-3.3%,3.1%,33.3%
O=C(O)CC(C(=O)NCc1ccccc1)C1CCCO1 (stereo not drawn),-5.2%,-1.0,2.0%,-7.1%,1.1,7.2%,11.5%,-2.8%,-7.2%
O=C1NC(=S)NC1=Cc1ccc(O)cc1,0.2%,-0.3,0.2%,9.4%,-29.0,8.3%,3.7%,6.7%,-28.5%
COCCn1c(SCC(=O)N2CCCC2=O)nc2sc(C)c(C)c2c1=O,8.6%,0.3,-6.1%,-13.8%,-14.0,-16.7%,-8.7%,-6.8%,6.5%
COC(=O)CSc1nnc(COc2cccc3ccccc23)o1,0.1%,1.0,6.1%,-13.7%,7.4,2.6%,7.2%,-4.5%,-8.9%
COc1ccccc1Nc1nc(-c2sc(NC(=O)CC(C)C)nc2C)cs1,-14.6%,-0.8,10.3%,-28.3%,0.6,5.4%,1.2%,-19.1%,?
CCc1nnc(NS(=O)(=O)c2ccc(N/C=C(\C=O)c3nc4cc(Cl)ccc4o3)cc2)s1,-1.6%,-0.9,-8.3%,-7.1%[11.6 µM],-24.8,-7.1%,-5.3%,?,44.2%
Cc1ccc(C(C)C)c(OCCNCCc2ccccc2)c1,-2.2%,-1.0,-3.2%,-1.7%,4.3,-3.3%,35.0%,0.9%,2.1%
Cc1cc(C)cc(N(CC(=O)NCC2CCCO2)C(=O)CCC(=O)Nc2cc(C)on2)c1 (stereo not drawn),1.2%,-0.7,0.8%,-14.9%,1.5,-2.1%,4.1%,-10.6%,21.1%
O=C(O)c1ccc2c(c1)-c1nc3ccccc3n1C2=O,-2.5%,-0.6,3.3%,-8.1%,-7.5,13.9%,-11.5%,-8.2%,8.1%
CCCCCn1nnnc1C1(C)CCC(=O)N1Cc1ccco1 (stereo not drawn),3.0%,-0.4,-8.9%,-3.4%,4.1,-19.4%,-1.9%,-2.7%,8.5%
COc1ccc2c(c1OC)C(=O)OC2Nc1nc(-c2cc3ccccc3oc2=O)cs1 (stereo not drawn),5.1%,1.2,-11.2%,-9.1%[11.6 µM],-21.5,7.8%,-30.3%[inhibitor],-13.2%,5.4%
CCC1(c2ccc(F)cc2)NC(=O)N(CC(=O)Nc2cccc(S(=O)(=O)N3CCCCC3)c2)C1=O (stereo not drawn),-9.5%,-0.2,-0.5%,-8.1%,-11.8,-13.3%,7.5%,5.5%,/
CC(C)NC(=O)c1ccc2c(c1)N(CC(=O)N1CCCC1)C(=O)C(C)(C)O2,4.6%,-0.3,0.9%,5.5%,3.1,-10.1%,-14.3%,-10.5%,4.8%
COc1cccc(NC(=O)C2(C)CCN2CC2CCCCC2)c1 (stereo not drawn),-6.3%,0.1,0.6%,0.7%,-0.6,-3.7%,6.0%,-0.9%,-2.9%
COc1ccc(N=C2SC(C(=O)O)CC(=O)N2Cc2ccc(OC)c(OC)c2)cc1 (stereo not drawn),7.0%,3.5,3.5%,-1.3%,/,1.7%,-0.5%,-3.1%,21.1%
CC(=O)c1ccc(NC(=O)c2ccc(NC(=O)CCS(=O)(=O)c3cccs3)cc2)cc1,8.3%,0.0,-0.6%,-2.0%,-0.2,-5.3%,-19.6%&-10.4%,-11.9%,12.8%&5.4%
O=C(CN1C(=O)NC2(CCCC2)C1=O)c1ccc(Cl)s1,3.6%,1.8,4.3%,-5.4%,-24.6,-7.0%,-4.5%,2.1%,-1.3%
CCOc1ccc(C(=O)NC(=S)N2CCN(c3ccc(C(F)(F)F)cc3[N+](=O)[O-])CC2)cc1,5.9%,-0.7,14.1%,0.1%,5.6,-4.9%,28.7%,-6.8%,-20.4%
CSc1cccc(NC(=O)COc2ccccc2C)c1,-7.0%,1.1,-1.5%,10.4%,-0.1,-15.6%,-6.5%,-3.1%,1.3%
Cc1ccc2c(c1)nc1c3ccccc3nc(-c3ccccc3N)n21,-11.6%,0.4,-3.2%,-4.2%,13.7,-14.3%,0.0%,-5.2%,-23.0%
COc1cc(CN2CCC(C(=O)NCCC(C)C)CC2)ccc1OCc1ccccc1,-3.0%,2.0,0.0%,8.9%,-2.6,9.6%,-3.8%,5.5%,23.0%
COC(=O)c1c(NC(=O)COC(=O)c2ccccn2)sc(C)c1C,1.2%,-2.9,-2.3%,-6.8%,3.1,-4.8%,18.8%,-3.8%,-5.4%
COc1ccc(NC(=O)c2sc3nc(N4CCOCC4)c4c(c3c2N)CCCC4)c(OC)c1,19.5%,-0.3,0.5%,-6.9%,11.2,-9.9%,1.1%,-6.4%,7.0%
CC(C)(C)c1cc2ncnc(N3CCCCC3)c2s1,0.4%,-2.8,-3.1%,-3.3%,-2.6,?,14.0%,-7.9%,20.6%

Quoted from the entries so far for reference:
smiles,EPAC1 agonist,IL2 activator,aSyn yeast inh,WRN helicase inh,PI5P4K alpha inh,EPAC1 antagonist,Abeta yeast res,PLK1 PBD inh,FUS yeast rescue
COc1ccc(N=C2SC(C(=O)O)CC(=O)N2Cc2ccc(OC)c(OC)c2)cc1 (stereo not drawn),7.0%,3.5,3.5%,-1.3%,/,1.7%,-0.5%,-3.1%,21.1%
CC(=O)c1ccc(NC(=O)c2ccc(NC(=O)CCS(=O)(=O)c3cccs3)cc2)cc1,8.3%,0.0,-0.6%,-2.0%,-0.2,-5.3%,-19.6%&-10.4%,-11.9%,12.8%&5.4%

Going on with the list:
smiles,EPAC1 agonist,IL2 activator,aSyn yeast inh,WRN helicase inh,PI5P4K alpha inh,EPAC1 antagonist,Abeta yeast res,PLK1 PBD inh,FUS yeast rescue
CSc1ccc(/C=C/C(=O)OCC(=O)NC(C)C)cc1,-3.0%,-0.3,-3.9%,-22.8%,-6.9,8.3%,-54.5%[inhibitor],-21.3%,11.5%
Cc1nc(=O)c(-c2ccccc2)c(C)n1-c1cccc(/C=C/C(=O)O)c1,-4.0%,1.0,0.7%,1.1%,-0.9,4.3%,-12.7%,-8.5%,-15.9%
COc1cccc(C(=O)Nc2ccc(NC(=O)C3CC3)cn2)c1,6.0%,0.2,-7.6%,-3.3%,-3.6,-5.8%,-0.2%,2.5%,1.4%
CC(=O)Nc1ccc(NC(=O)c2cc(=O)c3ccc(C)cc3o2)cc1,-1.9%,-3.9,3.0%,-0.2%,-10.6,2.1%,-5.1%,2.4%,23.3%
